hK5 inh: human KLK5 protease inhibitors, primary screen, biochemical, 1536-well; inhibition, % at 5 µM; recombinant hK5, fluorogenic AMC substrate cleavage; AID 873, 2007; Kallikrein-5 (Homo sapiens), Q9Y337; hit rate 0.59% among 210,000;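 active = inhibition of 40% or more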;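 also: 0% = enzyme controls without compound and 100% = no-enzyme blanks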
FXIa inh 1536: human FXIa protease inhibitors, primary screen, biochemical, 1536-well. inhibition, % at 5 µM. hit rate 0.14% among 220,000. Coagulation factor XI (Homo sapiens), P03951. purified FXIa, Boc-Glu-Ala-Arg-AMC fluorogenic substrate. AID 798, 2007;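 active = inhibition of at least 40%; inactive = inhibition below 40%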;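 also: fluorescence of freed AMC excited at 355 nm; 0% = enzyme without compound and 100% = no enzyme blank; many of its hits are not listed in these tables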
MDM2 E3 inh: MDM2-luciferase reporter signal enhancers, primary screen, MDM2 E3 ligase inhibitor project, cell-based, luminescence, 1536-well; cell-based MDM2 ubiquitination luciferase reporter, 2 h; 0 = plate control, 100 = twice control, blank-subtracted; signal enhancement, % at 5 µM; hit rate 0.11% among 210,000; AID 1230, 2008;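 active = signal enhancement of 30% or more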;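 also: luminescence tracks abundance of the self-degrading MDM2-luciferase fusion protein; higher signal means inhibition of MDM2 E3 ligase activity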
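Test system: stable mammalian line carrying autodegrading MDM2–luciferase fusion reporter; quantity: 2000 cells in each well; times: 4 h cell settling then 2 h compound exposure, 37 °C; detection: luminescence with SteadyLite reagent, 15 min at room temperature; evaluation: percent signal gain over controls, blank-subtracted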
p97 inhibitor: inhibitors of human p97 ATPase, primary screen, biochemical; Transitional endoplasmic reticulum ATPase (Homo sapiens), P55072; recombinant p97 ATPase, Kinase-Glo ATP luminescence, 3 h; inhibition, % at 8 µM; hit rate 0.42% among 220,000; in the data active = inhibition above about 15%;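 also: 0% = DMSO vehicle and 100% = wells lacking enzyme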
Rad51 HR inh: human RAD51 strand exchange inhibitors, primary screen, biochemical, fluorescence. DNA repair protein RAD51 homolog 1 (Homo sapiens), Q06609. hRad51 DNA strand exchange, fluorescence dequenching. inhibition, % at 10 µM. hit rate 0.085% among 200,000;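 active = inhibition above 40% at the single screening dose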;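 also: 0% = DMSO control wells and 100% = blanks with heterologous ssDNA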
Target sequence (Q06609 whole entry, looked up): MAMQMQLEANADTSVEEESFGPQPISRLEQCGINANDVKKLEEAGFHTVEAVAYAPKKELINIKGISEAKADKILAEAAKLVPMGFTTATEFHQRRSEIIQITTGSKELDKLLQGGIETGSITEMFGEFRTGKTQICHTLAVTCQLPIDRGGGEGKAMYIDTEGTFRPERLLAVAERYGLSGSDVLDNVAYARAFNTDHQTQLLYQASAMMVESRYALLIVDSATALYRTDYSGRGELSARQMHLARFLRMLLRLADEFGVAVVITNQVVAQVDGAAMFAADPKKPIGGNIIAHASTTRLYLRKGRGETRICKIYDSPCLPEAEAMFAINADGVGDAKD
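Material: Human Rad51 nucleoprotein filaments preassembled on unlabelled ssDNA | Also added: Labelled 47-mer dsDNA for strand exchange | Dosing: Single dose, 10 µM final compound | Schedule: 30-min compound preincubation and 15-min exchange, both room temperature | Technique: Fluorescence dequenching at 485/520 nm | Measure: Percent inhibition relative to plate controls and blanks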
Wee1 stabilizer: Wee1 degradation inhibitors, primary screen, cell-based, HeLa, Wee1K328M-luciferase, luminescence. HeLa Luc-Wee1K328M stability; 100% = proteasome inhibitor MG132 effect. AID 1321, 2008. reporter increase, % at 5 µM. Wee1-like protein kinase (Homo sapiens), P30291. hit rate 1.2% among 220,000;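 active = activation above the mean of all tested compounds plus 3 SD, set per screening run, cut at about 8.8% in these data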;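 also: cells exposed to compound for 20 h before luminescence read; 0% = DMSO alone and 100% = MG132 at 30 µM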
Target sequence (P30291 whole entry K328M): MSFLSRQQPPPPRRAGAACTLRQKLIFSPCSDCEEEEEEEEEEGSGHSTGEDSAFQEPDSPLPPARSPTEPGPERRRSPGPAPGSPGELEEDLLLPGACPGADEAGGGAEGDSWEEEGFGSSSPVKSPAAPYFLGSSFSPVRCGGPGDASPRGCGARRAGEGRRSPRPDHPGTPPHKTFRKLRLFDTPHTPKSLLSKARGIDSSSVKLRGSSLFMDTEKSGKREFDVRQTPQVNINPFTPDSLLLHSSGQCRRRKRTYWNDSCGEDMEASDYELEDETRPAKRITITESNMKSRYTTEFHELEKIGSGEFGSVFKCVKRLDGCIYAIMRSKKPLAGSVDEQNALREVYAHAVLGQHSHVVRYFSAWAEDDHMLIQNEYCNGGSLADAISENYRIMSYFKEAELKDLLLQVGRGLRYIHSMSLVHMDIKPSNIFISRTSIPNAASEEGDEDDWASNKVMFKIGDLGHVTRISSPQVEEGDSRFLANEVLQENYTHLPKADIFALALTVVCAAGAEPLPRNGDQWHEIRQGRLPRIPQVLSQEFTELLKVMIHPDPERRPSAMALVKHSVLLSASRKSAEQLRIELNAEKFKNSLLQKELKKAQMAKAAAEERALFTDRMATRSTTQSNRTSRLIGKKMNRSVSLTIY
eIF4E 4G PPI: eIF4E–eIF4G protein interaction inhibitors, primary screen, biochemical, uHTS, TR-FRET, eIF4GI fragment; TR-FRET eIF4E-eIF4GI(517-606) binding, 2 h; inhibition, % at 21.7 µM; hit rate 0.37% among 220,000; AID 782, 2007;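 active = inhibition above about 30%, limit read from the data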;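 also: 0% = full FRET control wells and 100% = background wells lacking eIF4GI fragment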
FXIIa inh: human FXIIa protease inhibitors, primary screen, biochemical, 1536-well; inhibition, % at 5 µM; AID 800, 2007; hit rate 0.3% among 220,000; purified FXIIa, Boc-QGR-AMC fluorogenic substrate, 2 h; in the data active = inhibition above about 40%;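 also: 0% = enzyme with no compound and 100% = blank without enzyme; many of its hits are not listed in these tables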
14-3-3 Bad PPI: inhibitors of 14-3-3 zeta/Bad binding, primary screen, biochemical, TR-FRET, bovine 14-3-3 zeta | TR-FRET 14-3-3zeta/Dy647-pBad peptide displacement, 1 h | inhibition, % at 21.7 µM | AID 781, 2007 | hit rate 0.71% among 220,000 | 14-3-3 protein zeta/delta (Bos taurus), P63103;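 active = inhibition above about 70%, limit read from the data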;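 also: 0% = full 14-3-3 plus peptide FRET controls and 100% = background without 14-3-3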
The depositor's hits bear a star; . = no result given; [ ] = remark or other dose.

item	SMILES	hK5 inh	FXIa inh 1536	MDM2 E3 inh	p97 inhibitor	Rad51 HR inh
1	c1ccc(Oc2nc(-c3cccnc3)nc3ccccc23)cc1	1	-1	-6	-2	.
2	CCCn1c(SCC(=O)NCc2ccc(Cl)cc2)n[nH]c1=O	-6	-6	-4	2	5
3	CC(=O)NCCCc1nc2ccccc2n1Cc1ccccc1C	-3	5	-2	2	1
4	CC(=O)Nc1ccc(Oc2ccccc2)cc1	1	4	-10	7	14
5	CCn1c2c(c(=N)c3c1CCC3)CCCC2	-1	1	-10	7	.
6	O=C(CCN1C(=O)C2C3C=CC(C4CC34)C2C1=O)Oc1ccccc1 (configuration not stated)	-8	-5	-6	4	-3
7	COc1cc(CC(NC(C)=O)C(=O)NC2CCN(c3c(Cc4ccccc4)c(C)nc4ncnn34)CC2)cc(OC)c1 (configuration not stated)	2	1	-4	2	.
8	COc1ccc(/C=N/NC(=O)C2c3ccccc3-c3ccccc32)cc1	-16	3	10	2	9
9	O=C(CCN1CCc2ccccc2C1)Nc1ccc(F)c(F)c1	-1	-2	-5	3	-19
10	CCC1CCCCN1CCCNC(=O)c1ccc2c(=O)n(Cc3ccc(OC)cc3)c(=O)[nH]c2c1 (configuration not stated)	-19	1	-8	5	1

item	Wee1 stabilizer	eIF4E 4G PPI	FXIIa inh	14-3-3 Bad PPI
1	3	-2	3	1
2	2	2	3	-17
3	-4	5	19	-3
4	0	0	13	-20
5	-1	0	6	3
6	-1	-2	3	-11
7	-1	-3[fluorescence artefact?]	10	4
8	-2	15	5	3
9	0	4	0	40
10	-3	13	16	-6

Other records follow:
item	SMILES	hK5 inh	FXIa inh 1536	MDM2 E3 inh	p97 inhibitor	Rad51 HR inh
11	O=C(NC(=S)NNC(=O)c1ccccc1F)c1cccnc1	4	9	-19	-6	-10
12	N/C(=N\OC(=O)c1ccco1)c1cccnc1	-5	-6	7	1	2
13	Cc1c(NC(=S)NC(=O)CCc2ccccc2)c(=O)n(-c2ccccc2)n1C	0	6	8	0	-1
14	CC(=O)Nc1ccc(NC(C)=O)c(NC2OCC(O)C(O)C2O)c1 (configuration not stated)	5	-3	-5	1	12
15	COc1ccccc1CNC(=O)C1CCCN(S(C)(=O)=O)C1 (configuration not stated)	-20	1	-11	-2	4
16	CCCS(=O)(=O)c1c(S(=O)(=O)CCC)c2c(N)cccn2c1C(=O)c1ccc(F)cc1	-2	-5	3	0	-7
17	Cc1noc(C)c1S(=O)(=O)N1CCC(C(=O)N2CCN(C(=O)c3ccco3)CC2)CC1	1	-3	-10	2	3
18	CCN(CC)S(=O)(=O)c1ccc(N2CCN(S(=O)(=O)c3ccc4c(c3)OCCO4)CC2)nc1	1	13	-8	9	-11
19	COc1ccc2nc(NC(=O)CC3Oc4ccccc4NC3=O)sc2c1 (configuration not stated)	0	1	2	3	-16
20	O=C(O)CSc1nnc(CNc2ccc(F)cc2)n1-c1ccccc1	6	4	2	7	14

item	Wee1 stabilizer	eIF4E 4G PPI	FXIIa inh	14-3-3 Bad PPI
11	-2	-7	23	-14
12	4	3	-5	5
13	-4	-2	9	3
14	5	1	5	0
15	-1	9[fluorescence artefact?]	12	-6[fluorescence artefact?]
16	-3	1[fluorescence artefact?]	-2	6[fluorescence artefact?]
17	0	5	7	7
18	0	-3	16	6
19	-4	-5	7	-1
20	-2	-5	10	0

(cont.)
item	SMILES	hK5 inh	FXIa inh 1536	MDM2 E3 inh	p97 inhibitor	Rad51 HR inh
21	CCn1ncc(/C=N\NC(=O)COc2cc(C)cc(C)c2)c1C	-12	-8	7	-6	-1
22	c1ccc(CN2OCC3Cn4c(nc5ccccc54)C32)cc1 (configuration not stated)	3	4	-12	.	-7
23	O=S(=O)(N/N=C\c1c(F)cccc1Cl)c1ccc(Cl)cc1	2	-2	-11	-4	2
24	O=C(CN1C(=O)NC(Cc2c[nH]c3ccccc23)C1=O)NC1CC1 (configuration not stated)	-2	-2	1	8	-2
25	COc1cc(CNCCC2CCOC(C)(C)C2)ccc1O (configuration not stated)	6	3	-12	-6	3
26	Cc1cccc(/C(N)=N/OC(=O)c2ccc3c(c2)OCO3)c1	-20	7	-61	-10	2
27	CCCNC(=O)C1CCN(S(=O)(=O)c2c(C)noc2/C=C\c2ccc(OC)cc2)CC1	-27	6	-10	4	-6
28	Fc1cc(F)c(C2SCCN2C(=S)Nc2cccc(C(F)(F)F)c2)c(F)c1 (configuration not stated)	0	-2	-12	-4	8
29	CC1(C)Oc2nc3ccccc3n2/C1=C\C#N	-3	20	-15	-2	0
30	Cc1cccc(CCNC(=O)CCCOc2cc(=O)n(C)c3ccccc23)c1	-5	-6	-12	-2	-9

item	Wee1 stabilizer	eIF4E 4G PPI	FXIIa inh	14-3-3 Bad PPI
21	-1	-6	-4	-12
22	.	1	16	-1
23	2	-3	-5	1
24	1	-3	5	-6
25	-3	-3	13	9[fluorescence artefact?]
26	7	7	16	-9
27	0	-2	10	1
28	5	-3	16	2
29	-1	1	29	2[fluorescence artefact?]
30	0	1	1	-2

Next part:
item	SMILES	hK5 inh	FXIa inh 1536	MDM2 E3 inh	p97 inhibitor	Rad51 HR inh
31	Cc1ccc(/C=C(\C#N)c2nn(-c3ccccc3)c(N)c2C#N)cc1	-21	1	5	3	2
32	CCOC(=O)c1c(NC(=O)c2cccs2)sc2c1CCN(C(=O)OCC)C2	-12	-1	-5	3	0
33	COc1ccc(CNCC(O)COc2ccc(C)cc2[N+](=O)[O-])cc1 (configuration not stated)	2	3	-9	-4	30
34	Cc1cccc(-n2c(-c3csc(C(C)C)c3)n[nH]c2=S)c1	2	-4	-6	0	0
35	COc1ccc2c(CC(=O)NC3CCCc4ccccc43)coc2c1 (configuration not stated)	-6	3	-4	2	5
36	O=C(COC(=O)c1ccc(F)cc1)Nc1cc(S(=O)(=O)N2CCOCC2)ccc1N1CCCC1	-2	1	-19	-6	-4
37	CC1(CCc2ccccc2)NC(=S)N(c2ccc(Cl)cc2)N1 (configuration not stated)	-19	2	7	3	.
38	O=C(O)c1ccccc1COc1ccccc1Cl	-22	-8	-17	2	0
39	CCC1SC2=NC(C)=C(C(=O)OC)C(c3ccc(C(=O)OC)cc3)N2C1=O (configuration not stated)	-15	0	-6	-1	1
40	COc1ccc(CN2CC(C(=O)NCCc3ccc(C)cc3)CC2=O)cc1 (configuration not stated)	-15	6	-17	3	-3

item	Wee1 stabilizer	eIF4E 4G PPI	FXIIa inh	14-3-3 Bad PPI
31	1	2	8	-17[fluorescence artefact?]
32	2	-1[fluorescence artefact?]	6	-5
33	-1	-1	10	-1
34	2	6	-3	-5
35	-2	1	12	-7
36	-3	-1	7	6
37	-1	0	5	7
38	-1	-5[fluorescence artefact?]	9	-11[fluorescence artefact?]
39	-2	7	3	-8
40	2	0	12	-5

Next section:
item	SMILES	hK5 inh	FXIa inh 1536	MDM2 E3 inh	p97 inhibitor	Rad51 HR inh
41	CCN(CC)c1ncnc2c1[nH]c1ccccc12	4	7	0	2	0
42	CC(=O)NC(CCS(C)(=O)=O)C(=O)Nc1nc(C)cs1 (configuration not stated)	-4	6	-2	7	-9
43	COc1ccc(/C=C/C(=O)NCc2c(C)nn(C)c2C)cc1COc1ccc(Br)cc1	0	-1	-31	-14	10
44	O=C(O)c1ccccc1C(=O)c1ccc(Br)s1	-5	-3	-8	1	-40
45	O=C(CSc1n[nH]c(=O)n1C1CC1)c1ccc(F)cc1	-5	1	-12	5	4
46	O=C(Nc1ccc(N2C(=O)C3C4C=CC(C4)C3C2=O)cc1)Nc1cccnc1 (configuration not stated)	7	2	2	4	-3
47	CCOc1cc(CNCc2cccs2)ccc1OCC(=O)NC(C)(C)C	-9	3	-5	2	3
48	Cc1ccc(C(=O)CSc2nnc(-c3ccccc3)n2-c2ccccc2)o1	-8	8	0	0	0
49	Cc1cc(/C=N/Nc2ccc([N+](=O)[O-])cn2)c(C)n1-c1ccc(C(=O)O)cc1	8	4	8	10	-19
50	COC(=O)c1cccc(C23CC4(C2)[C@H](CN(C)[C@@H]4c2ccccc2)C3c2ccc(C(F)(F)F)cc2)c1 (some centres not stated)	2	2	-6	.	8

item	Wee1 stabilizer	eIF4E 4G PPI	FXIIa inh	14-3-3 Bad PPI
41	-2	3	19	-1
42	7	-4[fluorescence artefact?]	20	-6[fluorescence artefact?]
43	3	-2	10	-6
44	5	2	3	-2
45	2	5	10	-3
46	-1	3	1	1
47	2	0	9	1[fluorescence artefact?]
48	1	3	14	3
49	3	34*	14	66
50	.	4	6	-1

Of the compounds above, these have an NH in an aromatic ring.
item	SMILES	hK5 inh	FXIa inh 1536	MDM2 E3 inh	p97 inhibitor	Rad51 HR inh
2	CCCn1c(SCC(=O)NCc2ccc(Cl)cc2)n[nH]c1=O	-6	-6	-4	2	5
10	CCC1CCCCN1CCCNC(=O)c1ccc2c(=O)n(Cc3ccc(OC)cc3)c(=O)[nH]c2c1 (configuration not stated)	-19	1	-8	5	1
24	O=C(CN1C(=O)NC(Cc2c[nH]c3ccccc23)C1=O)NC1CC1 (configuration not stated)	-2	-2	1	8	-2
34	Cc1cccc(-n2c(-c3csc(C(C)C)c3)n[nH]c2=S)c1	2	-4	-6	0	0
41	CCN(CC)c1ncnc2c1[nH]c1ccccc12	4	7	0	2	0
45	O=C(CSc1n[nH]c(=O)n1C1CC1)c1ccc(F)cc1	-5	1	-12	5	4

item	Wee1 stabilizer	eIF4E 4G PPI	FXIIa inh	14-3-3 Bad PPI
2	2	2	3	-17
10	-3	13	16	-6
24	1	-3	5	-6
34	2	6	-3	-5
41	-2	3	19	-1
45	2	5	10	-3

Source: PubChem

Hits appear at their usual frequency; any-hit rate near 3.5%.
